# HT1080-NT tox – qHTS for induction of synthetic lethality in tumor cells producing 2HG: qHTS for the HT-1080-NT fibrosarcoma cell line. HT-1080-NT fibrosarcoma viability, CellTiter-Glo ATP luminescence, 48 h. Potency, µM (doses to about 46.1 µM), for inactives: at the highest dose activity, negative = less viability, usual class: cytotoxic. 1.6% of 360,000 active. AID 686970, 2013;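 also: NT is the 2HG producing partner of a matched IDH1 knockdown line; potency is read from the fitted curve at half-maximal effect; 0% = DMSO-treated cells and -100% = media-only wells without cells; nearly all actives have a fitted effect of over 55% in size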
#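 A 48-hour cytotoxicity screen used HT-1080-NT cells plated 2 hours before compound delivery. ATP-based CellTiter-Glo luminescence measured viability, normalized to DMSO and no-cell controls.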
# DRD3 agonist – qHTS of D3 Dopamine Receptor Agonist: qHTS | D(3) dopamine receptor (Homo sapiens), P35462 | D3R DiscoveRx beta-arrestin cells, luminescence, 90 min | max activation, % | 0.58% of 410,000 active; in the data active = max activation above about 30%; also: 0% is about no effect; mostly tested at two doses, the higher about 12 µM
# Target sequence (P35462 whole entry, looked up): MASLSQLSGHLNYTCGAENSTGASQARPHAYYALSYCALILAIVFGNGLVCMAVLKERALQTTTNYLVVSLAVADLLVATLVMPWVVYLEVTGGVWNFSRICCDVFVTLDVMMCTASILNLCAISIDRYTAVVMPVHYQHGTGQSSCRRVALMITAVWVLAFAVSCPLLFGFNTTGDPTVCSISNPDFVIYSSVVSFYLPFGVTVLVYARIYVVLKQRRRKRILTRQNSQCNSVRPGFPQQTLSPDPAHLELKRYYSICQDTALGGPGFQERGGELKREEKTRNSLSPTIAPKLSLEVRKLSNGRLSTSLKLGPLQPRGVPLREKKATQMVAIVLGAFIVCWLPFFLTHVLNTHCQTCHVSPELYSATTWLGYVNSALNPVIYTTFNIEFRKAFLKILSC
#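 Agonist-mode cell screen: cells plated at 1500/well and incubated overnight at 37 °C, then exposed to library compounds for 90 min at 37 °C. Detection reagent was added for 30–60 min at room temperature, and luminescence was read.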
# SW480 rerep – A quantitative high throughput screen for small molecules that induce DNA re-replication in SW480 colon adenocarcinoma cells | SW480 DNA re-replication, Hoechst DNA content imaging, 48 h | Potency, µM (doses to about 46.1 µM), inactives show at the top dose re-replication activation, usual class: activators | 1.8% of 340,000 active; also: potency is read from the fitted curve at half-maximal effect; % of control where 0% means no effect; nearly all actives have a fitted effect of over 55% in size
#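 Image-based DNA-content assay: after two days of treatment, nuclei were labelled with the DNA dye Hoechst and imaged, and hits were compounds raising the count of nuclei showing high fluorescence intensity.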
# HT1080 IDH1KD tx – qHTS for induction of synthetic lethality in tumor cells producing 2HG: qHTS for the HT-1080-IDH1KD cell line | HT-1080 IDH1 knockdown viability, ATP luminescence, 48 h | Potency, µM (top dose mostly 46.1 µM), without a hit: at the highest dose activity, negative = toxicity, hits mostly cytotoxic | 2% of 360,000 active | AID 686971, 2013;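 also: potency is read from the fitted curve at half-maximal effect; 0% = DMSO wells and -100% = cell-free medium wells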
#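 Luminescent ATP read-out (CellTiter-Glo, 10 min at room temperature) after 48 h compound exposure at 37 °C gave viability of IDH1-knockdown HT-1080 cells. Activity was normalised to DMSO and cell-free wells, then fitted as concentration-response curves.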
# GLP1R ag – qHTS of GLP-1 Receptor Agonists | AID 624172, 2012 | Potency, µM (top dose mostly 45.6 µM), inactives show at the top dose activation, most hits filed as activators | 0.007% of 380,000 active | HEK293 GLP-1R CRE-luciferase, luminescence, 4-6 h; cells express a hypersensitive GLP-1R form | Glucagon-like peptide 1 receptor (Homo sapiens), P43220; also: potency is read from the fitted curve at half-maximal effect; % of control where 0% means no effect
# Target sequence (P43220 whole entry, looked up): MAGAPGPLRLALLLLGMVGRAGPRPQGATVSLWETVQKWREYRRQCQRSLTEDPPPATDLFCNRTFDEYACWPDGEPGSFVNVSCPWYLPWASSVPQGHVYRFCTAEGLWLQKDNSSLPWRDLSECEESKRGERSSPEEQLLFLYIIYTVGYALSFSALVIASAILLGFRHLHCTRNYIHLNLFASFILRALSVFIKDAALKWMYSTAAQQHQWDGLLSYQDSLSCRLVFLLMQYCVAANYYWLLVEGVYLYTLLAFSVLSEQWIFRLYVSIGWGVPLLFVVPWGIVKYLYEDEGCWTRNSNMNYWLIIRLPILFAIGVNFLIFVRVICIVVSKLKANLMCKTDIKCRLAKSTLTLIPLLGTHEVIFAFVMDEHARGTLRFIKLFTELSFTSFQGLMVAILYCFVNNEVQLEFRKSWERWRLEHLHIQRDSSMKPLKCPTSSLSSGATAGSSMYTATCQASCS
# KB-V1 MDR tox – qHTS assay for MDR1-selective chemotherapeutics: Primary screen using the drug-selected MDR subline cells KB-V1; KB-V1 MDR cells viability, CellTiter-Glo, 72 h; Potency, µM (top dose mostly 46.1 µM), for the others: at the top dose activity change, negative = cytotoxicity, usual class: cytotoxic; 3.4% of 400,000 active; AID 1347076, 2019; also: potency is read from the fitted curve at half-maximal effect; % is scaled to controls: 0 for no effect and ±100 for the full control effect; nearly all actives have a fitted effect of over 60% in size
#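 Luminescent ATP read-out (CellTiter-Glo, 10 min) measures survival of drug-selected KB-V1 MDR cells after 72 h, 37 degrees C compound exposure. Medium: phenol-red-free DMEM, 10% FBS. Values from fitted concentration-response curves.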
# D3 antag – qHTS of D3 Dopamine Receptor Antagonist: qHTS; D(3) dopamine receptor (Homo sapiens), P35462; D3R cells, DiscoveRx beta-arrestin luminescence, antagonist mode; active compounds read low; max response, negative = inhibition, %; 2.5% of 360,000 active; in the data active = max response below about -50%; inconclusive = no clear call, values can overlap the other calls; also: % is scaled to controls: 0 for no effect and ±100 for the full control effect; mostly tested at two doses, the higher about 12 µM
#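 Cells expressing the human receptor were seeded at 1500 cells/well, incubated overnight at 37 degrees C in 5% CO2, then exposed to library compounds with dopamine controls for 90 minutes at 37 degrees C before luminescent detection.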
# KB-3-1 tox – qHTS assay for MDR1-selective chemotherapeutics: Primary screen using the parental adenocarcinoma cell KB-3-1; 1.4% of 400,000 active; KB-3-1 viability, CellTiter-Glo ATP luminescence, 72 h; Potency, µM (doses to about 46.1 µM), without a hit: at the top dose activity change, negative = cytotoxic, usual class: cytotoxic; also: potency is read from the fitted curve at half-maximal effect; % is scaled to controls: 0 for no effect and ±100 for the full control effect; nearly all actives have a fitted effect of over 60% in size
#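 KB-3-1 cells, DMEM (no phenol red) + 10% FBS; compound by pin transfer, 72 h, 37 °C. Readout: CellTiter-Glo luminescence after 10 min. Data normalized, curve-fitted.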
# IL1B secr inh – qHTS for Inhibitors of Inflammasome Signaling: IL-1-beta AlphaLISA Primary Screen. THP-1 LPS/ATP IL-1B secretion, AlphaLISA, 16 h; active compounds read low. activity change, % at 57.5 µM. 4.7% of 360,000 active; in the data active = activity change below about -50%; inconclusive = mostly about -30% to -49%; also: % is scaled to controls: 0 for no effect and ±100 for the full control effect
#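 THP-1 cells pretreated 1 hr with compounds (up to 57.5 uM final), then stimulated with LPS (250 ng/mL final) plus ATP (1.25 mM final); secreted IL-1B measured by AlphaLISA after 16 hr, decreased signal indicating inhibition.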
# Numbers without * were called inactive; ? = inconclusive; . = no result given; & = joins results of further samples; [ ] = another dose, or the depositor's remark. Unless noted, calls follow the shape of the dose curve; as a rule, active = well fitted curve in the direction sought with a large enough effect; inconclusive = small, poorly fitted or top-dose-only effect, or another doubt; inactive = no such curve, though single readings can be large; an effect the other way counts as inactive or inconclusive.
canonical_smiles	HT1080-NT tox	DRD3 agonist	SW480 rerep	HT1080 IDH1KD tx	GLP1R ag	KB-V1 MDR tox	D3 antag	KB-3-1 tox	IL1B secr inh
COc1ccc(CCNS(=O)(=O)CC23CCC(CC2=O)C3(C)C)cc1OC (configuration not stated)	8%	6	-4%	5%	2%	12%	3	1%	14
O=C1NC2(c3ccccc3)NC(=O)NC2(c2ccccc2)N1 (configuration not stated)	9%	4	2%	19%	-7%	0%	22	0%	-1
Oc1ccccc1Oc1c(F)c(F)nc(N2CCCC2)c1F	7%	3	12%	3%	-1%	18%	5	5%	7
COc1ccccc1C(=O)NCC(=O)OCC(=O)NNC(=O)c1ccc(Br)cc1	-9%	-9	0%	8%	11%	?	-15	15%	10
S=C(c1ccc2c(c1)OCO2)N1CCOCC1	6%	-4	0%	6%	-1%	-4%	7	8%	-6
COc1ccc(NC2CCCN(Cc3cccc4cnccc34)C2)cc1OC (configuration not stated)	-6%	0	7%	-2%	4%	?	19	-13%	13
Cc1ccc(CN(c2ccc(C(=O)N3CCc4ccccc4C3)cc2)S(C)(=O)=O)cc1	-7%	9	-10%	-27%	6%	-15%	26	0%	4
Cc1ccc(C(=O)CN(CCC(=O)O)S(=O)(=O)c2ccc([N+](=O)[O-])cc2)cc1	10%	0	-49%[inhibitor]	10%	-3%	-4%	-2	0%	42
CCCC(=O)Nc1nc2nc(-c3ccccc3)cc(-c3ccccc3)n2n1	-2%	-5	-12%	5%	1%	2%	2	8%	-4
COc1ccc(C(=O)NCC(=O)OCc2ccc([N+](=O)[O-])cc2)cc1	23%	-11	?	7%	5%	-8%	-23	1%	0
COc1ccc(S(=O)(=O)N2CCOCC2)cc1NC(=O)COC(=O)CCS(=O)(=O)c1ccc(C)cc1	-1%	4	-7%	5%	-11%	-11%	24	-8%	-11
O=C(NCCCN1CCOCC1)c1c(-c2ccccc2)sc2ccccc12	5%	16	3%	-1%	0%	0%	0	-4%	-6
O=C(CSc1nnnn1-c1ccccc1)N1CCNC1=O	-6%	-3	-27%	0%	-6%	-28%	1	-3%	-1
COc1ccc(/C(O)=C2/C(=O)C(=O)N(CCN3CCOCC3)C2c2ccccn2)cc1 (configuration not stated)	-3%	-5	1%	-17%	0%	-2%	?	-9%	-2
CC(C)(CC(=O)N1CCN(c2ccc(Cl)cc2)CC1)CC1=NS(=O)(=O)c2ccccc2N1	?	11	2%	-28%	-15%	4.1µM*	17	15µM*	-51*
CCOC(=O)NNC(=O)c1ccc(Cl)cc1	?	-10	-1%	25%	11%	15%	0	0%	3
COc1cccc(CNC(=O)Cn2nc(-c3ccc(Cl)cc3)ccc2=O)c1	-15%	-3&-10	10%	-19%	5%&3%	26%&-2%	14	17%&11%	15
COc1ccc(Cl)cc1Nc1nc(C)nc2c1oc1ccccc12	20%	5	-2%	13%	-5%	-3%	57	?	19
Cc1ccc(S(=O)(=O)NCCc2nnc(SCc3cccnc3)n2C)cc1	9%	5	13%	8%	0%	-7%	7	0%	-3
Cc1ccc(S(=O)(=O)N2CCN(c3ccccc3)CC2)c(C)c1	-7%	-3	24%	-6%	3%	-11%	5	?	-1
Cc1ccc2nc(-c3cccc(Br)c3)c(Cc3ccccn3)n2c1	-28%	5	.	?	7%	-19%	12	-1%	-9
CCOc1ccccc1Nc1cc(C)nc2ccccc12	-5%	4	.	-15%	-3%	?	-6	-1%	-10
CCN(C(=O)CSc1nnc(Cn2nnc3ccccc32)o1)c1nc(-c2ccccc2)cs1	0%	0	-8%	-7%	5%	?	14	-15%	-5
CC1(C(=O)NS(=O)(=O)c2ccccc2Cl)CCN1C(=O)Cc1cccs1 (configuration not stated)	13%	1	.	?	3%	-4%	25	-1%	-3
CCC(=O)Nc1c(C)n[nH]c1C	3%	-4	1%	13%	-12%	-3%	-19	14%	0
O=C(O)c1cnc(-c2ccccc2)nc1Sc1ccc(Cl)cc1Cl	0%	-4	-12%	-1%	-7%	?	11	?	10
CCOc1ccc(-n2c(=O)c3c4c(sc3n(CC(=O)NCCCOC)c2=O)CCCCC4)cc1	14%	12&-3	1%	18%	-1%&1%	3%&-10%	4	3%&1%	15
COC(=O)c1ccc(N2C(c3cc(OC)cc(OC)c3)=Cc3ccc(OC)cc3C2CC(=O)c2ccco2)cc1 (configuration not stated)	-9%	4	.	-1%	5%	-16%	25	-16%	-8
Cc1oc(-c2ccc3c(c2)OCCO3)cc1C(=O)O	?	3	-6%	?	-5%	15µM*	0	?	2
O=C(CCC(=O)c1cccs1)NC1CCCCCC1	-17%	-2	-9%	11%	6%	0%	8	1%	15
COc1ccc(-c2noc(N3CCC(C(=O)Nc4ccc(OC)c(OC)c4)CC3)n2)cc1	0%	1&-11	-7%	-6%	11%	?	-17	-3%	7
NS(=O)(=O)c1ccc(CCNCc2cc(Br)ccc2OCc2ccccc2)cc1	-1%	3	?	-16%	-3%	?	1	-3%	-54*
CC1CN(C(=O)c2cc(S(=O)(=O)N(C)c3ccc(F)cc3)ccc2Cl)CC(C)O1 (configuration not stated)	-10%	-7	.	-27%	2%	-2%	-9	-22%	2
N#Cc1ccc(N2Cc3ccccc3/C2=N/C(=O)Nc2ccc(Cl)cc2)cc1	-16%	-29	-3%	-12%	0%	0%	0	?	14
COc1cc2cc(NC(C)=O)cc(NCc3ccccc3)c2cc1OC	2%	-19	-2%	0%	19%	-9%	?	12%	-9
Cc1cccc2cc(CN(Cc3ccc(F)cc3)C(=O)N(C)C)c3nnnn3c12	-15%	-11	3%	2%	3%	0%	22	?	0
Cc1ccc(C(=O)N(CC(=O)NC2CCCC2)c2ccccc2Cl)s1	0%	20	0%	-4%	2%	?	15	-11%	-9
Cc1ccc(S(=O)(=O)N(C)CC(=O)N2CCN(Cc3ccccc3)CC2)cc1	-1%	-37	18%	3%	-1%	0%	-19	-3%	0
Cc1cc(OCC(=O)N[C@@H](Cc2c[nH]c3ccccc23)C(=O)O)c2c(C)c(C)c(=O)oc2c1	3%	5	-4%	-2%	-1%	0%	21	0%	3
O=C(OCC(=O)c1ccccc1Br)c1ccccn1	9%	-1	1%	11%	-6%	13%	4	?	37
Cc1cc(F)ccc1NS(=O)(=O)c1cccc2nsnc12	-14%	2	17%	-1%	12%	-18%	-1	2%	2
O=C(Nc1ccccc1-c1ccccc1)c1ccc(=O)[nH]n1	?	0	-4%	?	1%	-15%	-12	-18%	-2
CN(C)CCN(C)Cc1ccccc1Sc1cccc2ccccc12	?	-24	?	?	-17%	23µM*	?	?	-105*
Cc1ccccc1CN1C2=NCCCN2c2ccccc21	-6%	-14	-2%	-27%	0%	-16%	-22	-21%	-16
Cc1cccc(N2CCN(C(=O)CCCn3c(=O)[nH]c4ccsc4c3=O)CC2C)c1 (configuration not stated)	-9%	9	8%	1%	10%	?	83	-11%	-20
Cc1cc(Br)ccc1NC(=O)CNC(=O)CSc1nccn1C	2%	-1	-1%	17%	8%	0%	19	5%	-3
O=C(Oc1ccc(/C=N/NC(=O)c2ccccc2F)cc1)c1ccccc1	6%	-3	16%	6%	-4%	8%	-12	12%	-2
C[C@H]1CN([C@@H](C)CO)C(=O)Cc2cc(NS(C)(=O)=O)ccc2O[C@@H]1CN(C)Cc1ccc(Cl)c(Cl)c1	?	1	-1%	-18%	18%	15%	24	10%	?
Cc1[nH][nH]c(=O)c1C(c1ccc(O)c(Br)c1)c1c(C)[nH][nH]c1=O	-12%	5	4%	-12%	-6%	6%	-11	0%	-73*
CC(C)C1N(S(=O)(=O)c2ccccc2)CCN1S(=O)(=O)c1ccccc1	-2%	8	-2%	-2%	0%	-16%	-19	6%	-3
O=C(C1COc2ccccc2O1)N1CCc2ccccc21 (configuration not stated)	-2%	9	0%	?	-1%	9%	14	-4%	19
O=C(NC(=S)NCc1cccnc1)c1ccccc1[N+](=O)[O-]	0%	4	-32%[inhibitor]	14%	-13%	23µM*	7	2%	26
COc1ccccc1-c1nnc(SCC(=O)Nc2nc(-c3ccccc3)cs2)n1C	-10%	0	8%	-21%	-10%	?	23	?	-21
COc1ccc(NC(=O)NC(C)c2ccncc2)cc1OC (configuration not stated)	0%	-4	-3%	12%	-5%	19%	3	1%	-2
O=C(Nc1ccc(Cl)cc1C(=O)N1CCOCC1)c1ccco1	-2%	5	-8%	9%	-2%	-2%	32	1%	9
C[C@H]1COC(=O)[C@H](CC(=O)OC(C)(C)C)C/C=C\C[C@@H](CC(=O)N[C@H](CO)Cc2ccccc2)C(=O)N1	7%	2	-11%	14%	4%	23%	-6	5%	7
CC1CCCC(NC(=O)COC(=O)Cc2ccc(Br)cc2)C1C (configuration not stated)	2%	12	-9%	2%	17%	5%	4	6%	2

# Screens from PubChem BioAssay.

# Random draw from the library; about 12% have a hit in one of these screens.
